From PubChem BioAssay
PHOSPHO1 block – PHOSPHO1 (human) inhibition | inhibition, % at 13.3 µM | Q8TCT1 | recombinant PHOSPHO1, absorbance phosphatase assay | AID 1565 | 290,000 compounds, 1.1% hits; in the data active = inhibition above about 60%
Target sequence (Q8TCT1 whole entry, looked up): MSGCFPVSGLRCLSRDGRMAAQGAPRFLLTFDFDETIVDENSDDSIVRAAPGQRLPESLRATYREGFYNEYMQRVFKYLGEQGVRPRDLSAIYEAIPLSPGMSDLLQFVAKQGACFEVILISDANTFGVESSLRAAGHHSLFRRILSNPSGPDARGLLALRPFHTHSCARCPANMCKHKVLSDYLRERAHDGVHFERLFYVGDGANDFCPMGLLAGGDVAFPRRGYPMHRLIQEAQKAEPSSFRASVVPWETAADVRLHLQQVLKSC
GalR3 antagonist – antagonists of human GalR3; O60755; HEK293 GalR3-CNG cAMP membrane potential fluorescence; galR3 body fused to GalR1 C-terminus; inhibition, % at 3 µM; 360,000 compounds, 0.44% hits; AID 651719;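 active = inhibition above the screen-wide average plus 3 SD, cut at about 13% in these data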;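 also: forskolin and galanin both at EC90 stimulate the cells; cAMP rise reported by CNG channel membrane potential dye signal; 0% = forskolin plus galanin with DMSO and 100% = forskolin alone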
Target sequence (O60755 1-299 limits assumed): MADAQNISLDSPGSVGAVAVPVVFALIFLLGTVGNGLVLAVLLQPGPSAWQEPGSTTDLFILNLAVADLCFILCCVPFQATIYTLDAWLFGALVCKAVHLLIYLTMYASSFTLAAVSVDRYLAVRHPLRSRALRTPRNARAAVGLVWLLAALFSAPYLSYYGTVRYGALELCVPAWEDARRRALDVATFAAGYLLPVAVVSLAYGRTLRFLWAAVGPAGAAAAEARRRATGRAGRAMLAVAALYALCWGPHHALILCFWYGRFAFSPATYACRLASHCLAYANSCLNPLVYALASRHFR
MEKK2 WT-MEK5 – raises or lowers MEK5 binding to wildtype human MEKK2 PB1 domain | AID 1531 | binding response (% of control), % at 10 µM | bead flow cytometry, Alexa488-MEK5 binding to MEKK2 WT; actives lie on both sides | 290,000 compounds, 1.1% hits | Q9Y2U5; in the data active = binding response below about 67% or above about 130%
V1R ag counter – V1a receptor agonism, counter-screen for OXTR agonists; CHO-V1R cells, Fluo-8 calcium fluorescence, agonist mode; 0% DMSO, 100% 3 nM vasopressin; P37288; activation, % at 3 µM; 320,000 compounds, 0.25% hits;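 active = activation above the mean activation of all tested compounds plus 3 SD, per screening run, cut at about 20% in these data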;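 also: signal is peak over basal fluorescence ratio across a 100 second FLIPR read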
NALP1 inh – inhibitors of NALP1 inflammasome in yeast; S. cerevisiae NALP1/ASC/caspase-1 growth, X-gal OD620, 72 h; inhibition, % at 10 µM; 280,000 compounds, 0.61% hits; AID 2071; in the data active = inhibition mostly above about 24%, no sharp cut-off; inactive = mostly below about 32%; also: some compounds called inactive have numbers as strong as hits
GPR7 antagonist – blocks human GPR7 receptor signaling; AID 1861; P48145; 290,000 compounds, 1.1% hits; inhibition, % at 4.4 µM; GPR7-expressing cells, fluorescence antagonist assay; in the data active = inhibition above about 16%, passing the limit was not always enough;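 also: cells stimulated with the agonist NPW; 0% = agonist with vehicle and 100% = vehicle without agonist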
OXTR agonist – agonists of human oxytocin receptor; CHO-OTR cells, Fluo-8 calcium fluorescence; normalized: DMSO 0%, oxytocin 100%; activation, % at 3 µM; 320,000 compounds, 0.32% hits;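 active = activation above the mean of all tested compounds plus 3 SD, cutoff set per screening run, cut at about 20% in these data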;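 also: peak over basal fluorescence ratio from a 100 s FLIPR kinetic read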
Target sequence (P30559 whole entry, looked up): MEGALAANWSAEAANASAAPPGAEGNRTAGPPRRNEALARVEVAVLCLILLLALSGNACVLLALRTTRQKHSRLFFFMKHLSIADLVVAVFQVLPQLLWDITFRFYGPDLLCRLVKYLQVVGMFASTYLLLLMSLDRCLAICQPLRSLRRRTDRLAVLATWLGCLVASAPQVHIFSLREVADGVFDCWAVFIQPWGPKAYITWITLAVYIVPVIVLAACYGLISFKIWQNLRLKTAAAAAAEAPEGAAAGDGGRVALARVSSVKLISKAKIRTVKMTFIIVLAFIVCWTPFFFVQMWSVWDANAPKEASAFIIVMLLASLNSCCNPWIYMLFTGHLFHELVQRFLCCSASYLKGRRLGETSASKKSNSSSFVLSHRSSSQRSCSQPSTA
MEKK3 PB1 HTS – raises or lowers MEK5 binding to the human MEKK3 PB1 domain. bead-based flow cytometry, Alexa488-MEK5 binding to MEKK3; actives lie on both sides; 0 = blocked by unlabeled MEK5, 100 = vehicle. binding response (% of control), % at 10 µM. 290,000 compounds, 1.4% hits;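 active = binding response more than 3 SD above or below the average of its plate-row segment, actives on both sides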;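 also: Alexa488 bead fluorescence after subtracting the streptavidin-only scavenger bead signal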
MEKK2mut PB1 HTS – signal of MEK5 binding to mutant human MEKK2 PB1 domain; bead flow cytometry, Alexa488-MEK5 binding to MEKK2 mutant; percent response, % at 10 µM; 290,000 compounds, 0.35% hits; in the data active = percent response above about 24%, passing the limit was not always enough; also: inactives centre near 1; some results filed as inactive read as strong as hits; reference of the scale not given here
* = called active by the depositor; . = no result given; & = joins results of further samples.

SMILES	PHOSPHO1 block	GalR3 antagonist	MEKK2 WT-MEK5	V1R ag counter	NALP1 inh	GPR7 antagonist	OXTR agonist	MEKK3 PB1 HTS	MEKK2mut PB1 HTS
Cc1ccnc(NS(=O)(=O)c2ccc(NC(=O)C3CCCCC3C(=O)O)cc2)n1 (configuration not stated)	1	-3	102	-0.5	14	0	1.3	95	6
c1ccc(CC2CCN(C(c3cccs3)c3nnnn3C3CCCC3)CC2)cc1 (configuration not stated)	10	-1	114	-0.6	-3	-1	-1.5	103	-1
COCCN(C(=O)c1ccco1)c1nnc(-c2ccc(OC)cc2)s1	-33	-8	105	0.4	-4	3	0.7	103	0
CC(NC(=O)c1cc(-c2ccc3c(c2)OCO3)nc2ccccc12)C(C)(C)C (configuration not stated)	6	-6	87	0.1	2	-4	-1.6	101	-6
Cc1ccc(NC(=O)CCN2C(=O)c3ccccc3Sc3ncccc32)cc1	-4	-7	97	0.1	7	-7	2.0	97	-1
COc1ccc(NS(=O)(=O)c2ccc(N3CCN(CCO)CC3)c([N+](=O)[O-])c2)cc1	18	-4	109	4.9	8	3	2.6	106	6
Cc1n[nH]c(=O)n1-c1cccc(C(F)(F)F)c1	36	0	106	0.4	30	-4	0.7	109	2
O=C(O)c1ccc(Cl)c(NC(=O)C2CCCN2S(=O)(=O)c2cccc3nsnc23)c1 (configuration not stated)	-2	9	97	-0.5	-17	-4	0.2	99	-1
O=c1ccc(Oc2nc(N3CCOCC3)nc(N3CCOCC3)n2)nn1-c1ccccc1	19	-3	109	0.2	31	-9	0.6	106	8
CCCCOc1ccccc1C(=O)N(Cc1ccc(C)o1)C1CCS(=O)(=O)C1 (configuration not stated)	58	-2	95	5.1	7	-7	2.6	97	-2
CCn1nc(C(=O)OCC(=O)NCC(C)C)c2ccccc2c1=O	48	6	97	-0.3	16	-4	-1.0	105	-4
O=c1[nH]cccc1-c1nc2ccccc2n1Cc1ccccc1F	18	-8	105	2.0	5	9	-0.1	104	0
Cc1nc(SCC(=O)NCCc2ccccc2)c2c(=O)n(C)c(=O)n(C)c2n1	28	-4	106	2.4	1	-8	-0.3	101	8
CCOC(=O)c1sc2nccc(OC)c2c1N=CNOC	28	0	94	-0.5	-31	1	-0.9	102	-5
O=C(Nc1cnccn1)Nc1ccc(Cl)cc1Cl	-18	-2	92	-0.7	15	-5	-1.7	98	-2
O=C(CCCCCNC(=O)N1CCn2c1nc1ccccc12)N[C@@H](Cc1ccccc1)C(=O)O	14	6	100	0.5	8	-6	0.4	100	4
O=C(NC1CCN(C(=O)NC2CCCCC2)CC1)c1cccc(F)c1	30	-7	105	1.1	-4	-9	1.7	102	2
O=C(c1cccc(C(F)(F)F)c1)C1CCCN(C(=O)c2cc(C3CC3)[nH]n2)C1 (configuration not stated)	-3	-9	103	8.7	-2	-9	6.5	104	4
CC(=Nc1ccccc1)C1=C(O)COC1=O	-29	-11	95	-0.1	9	5	-0.4	95	-2
COc1ccc(NS(=O)(=O)c2ccc3ccccc3c2)c2ncccc12	2	-11	95	0.8	-11	4	0.0	99	-2
Cc1cc(-n2c(C)cc(C(=S)N3CCOCC3)c2C)ccc1Br	-9	-7	107	-0.9	28	2	-3.0	107	0
COc1ccc(C2=C(CN(C)C)C(c3ccccc3)c3ccccc3O2)cc1 (configuration not stated)	12&4	-5	127&86	-0.8&0.3	22	-4&-3	0.4&-0.9	103	14&-36
Cc1cc(O)cc(O[C@H]2OC(CO)[C@H](O)[C@@H](O)[C@H]2O)c1 (some centres not stated)	8	-2	98	0.8	16	-9	0.4	93	5
CC(/C=C1\SC(=S)N(NC(=O)c2ccc(O)cc2)C1=O)=C\c1ccccc1	-30	-3	93	-1.0	7	-8	-0.5	95	0
COc1cc(Cl)ccc1OCc1cc(C(=O)N2C[C@@H]3CCC[C@H]2C3)no1	4	-1	108	0.9	7	-15	-0.3	104	9

A different layout for some results above:
Order of values: PHOSPHO1 block	GalR3 antagonist	MEKK2 WT-MEK5	V1R ag counter	NALP1 inh	GPR7 antagonist	OXTR agonist	MEKK3 PB1 HTS	MEKK2mut PB1 HTS
CC(=Nc1ccccc1)C1=C(O)COC1=O
 : -29	-11	95	-0.1	9	5	-0.4	95	-2
CC(/C=C1\SC(=S)N(NC(=O)c2ccc(O)cc2)C1=O)=C\c1ccccc1
 : -30	-3	93	-1.0	7	-8	-0.5	95	0
Cc1nc(SCC(=O)NCCc2ccccc2)c2c(=O)n(C)c(=O)n(C)c2n1
 : 28	-4	106	2.4	1	-8	-0.3	101	8

Next records
SMILES	PHOSPHO1 block	GalR3 antagonist	MEKK2 WT-MEK5	V1R ag counter	NALP1 inh	GPR7 antagonist	OXTR agonist	MEKK3 PB1 HTS	MEKK2mut PB1 HTS
CCN1CCCC1CNC(=O)c1ccc2c(=O)n(CCOC)c(=O)[nH]c2c1 (configuration not stated)	18	5	98	0.7	7	-14	1.6	96	-1
CN(CCO)c1ncnc2nc[nH]c12	-15	-3	105	0.1	-12	-8	0.7	102	5
O=C(Nc1cccc(F)c1)c1coc(=O)c(Br)c1	1	2	103	0.3	26	-8	0.1	108	0
Cc1ccc(CN2CCN(C(=O)CC(C)C)CC2)cc1	44	-8	107	-0.4	7	18	-1.1	103	2
COc1cc2c(cc1OC)CN(CC(=O)Nc1ccccc1C#N)CC2	25	10	96	0.2	11	-4	-0.2	94	-3
Cn1c(O)c(C=NCC2CCNCC2)c(=O)n(C)c1=O	4	.	109	.	2	-5	.	111	3
CN(c1ccccc1)S(=O)(=O)c1ccc(NC(=O)c2ccco2)cc1	29	3	95	2.2	5	-21	0.7	108	-4
COc1ccc(-c2noc(C)c2-c2ccc3ccccc3n2)c(O)c1	-5	0	88	0.8	-6	-4	-0.3	88	-7
O=C(Nc1ccc(Cl)cn1)C1CC1	-16	2	106	-1.0	-6	-6	-0.5	103	4
CCCc1cc(-c2n[nH]c(=S)n2-c2cccc(C)c2)cs1	-117	-2	99	-0.9	29	-17	-2.3	104	-5
CCOC(=O)C1(CCCc2ccccc2)CCN(S(C)(=O)=O)CC1	8	4	104	6.0	5	7	0.1	102	2
Cc1cc(Cc2cc(C)c(N)cc2C)c(C)cc1N	26	5	102	0.5	24	-7	0.9	109	-2
Cc1cccn2c(CNCCc3ccco3)c(C(=O)N3CCOCC3)nc12	.	-2	105	.	1	-3	.	104	10
CCOc1[nH]n(-c2ccccc2)c(=O)c1C=Nc1ccc(C)cc1	24	-2	102	-0.9	-16	-15	-0.5	109	1
Cc1ccc(S(=O)(=O)N/N=C/c2c[nH]c3ccccc23)cc1	9	-10	91	5.3	26*	-1	4.0	106	2
CCOC(=O)N1CCC(NC(=O)Cn2cccc2C(=O)c2ccccc2)CC1	13	-2	102	1.1	8	0	-0.1	99	3
COc1ccc(C2/C=C\CN(C(=O)C3CCCCC3)CC(=O)N2Cc2ccc(F)cc2)cc1 (configuration not stated)	26	-8	97	-0.8	-6	.	-0.2	106	4
O=C(N=Nc1c(O)n(Cc2ccccc2)c2ccccc12)c1ccc(O)cc1	-24	-1	90	-0.4	31	-3	-1.5	102	-2
CCN1CCN(c2cc(C)c3cc(NC(=O)c4ccncc4)ccc3n2)CC1	6	4	114	-0.2	23	.	-0.4	103	17
COc1ccc(NC(=O)/C(C#N)=C\c2ccc(-c3cccc(C(=O)O)c3C)o2)cc1	25	-8	113	-0.1	8	-7	-0.5	110	13
O=C(NCCCN1CCN(c2cccc(Cl)c2)CC1)c1nc(-c2ccncc2)no1	12	-9	118	2.3	19	-9	0.7	104	4
COc1cc2c(cc1OC)-c1cc3ccc4c(c3c[n+]1CC2)OCO4	8	-5	92	0.2	26	2	0.5	94	2
Cc1ccccc1CNC(=O)CCC(=O)N1CCOc2ccc(Cl)cc21	18	.	99	0.1	-4	5	-1.7	99	-4
Cc1ccc(C)c(N(CC(=O)NC2CCCC2)S(=O)(=O)c2ccccc2)c1	18	-2	101	-1.5	10	4	0.4	100	4
COc1ccc(CCNC(=O)CNS(=O)(=O)c2ccc(N(C)C)c([N+](=O)[O-])c2)cc1OC	15	-7	99	0.3	4	18	-1.1	99	-11
Further structures.
SMILES	PHOSPHO1 block	GalR3 antagonist	MEKK2 WT-MEK5	V1R ag counter	NALP1 inh	GPR7 antagonist	OXTR agonist	MEKK3 PB1 HTS	MEKK2mut PB1 HTS
COC(=O)c1ccc(NC(=O)c2cc(Cl)ccc2OC)cc1	-6	-5	97	3.2	12	-9	1.2	98	-2
CC(CCc1ccc(O)cc1)NC(c1ccccc1)c1ccc(Cl)cc1 (configuration not stated)	44	-7	108	1.8	17	-18	-1.9	104	3
CCOc1ccccc1C(=O)n1nc2nc(C)cc(C)c2c1N	29	-3	94	2.3	-16	7	3.2	97	-3
COCCCN1C(=O)c2ccc(C(=O)Nc3ccccc3Cl)cc2C1=O	38	-6	105	0.7	12	-7	-0.7	105	6
CCn1c(SCC(=O)OCc2ccccc2)nnc1-c1ccco1	-2	-6	102	0.8	12	-7	1.2	102	3
Cc1ccc[n+](CC(=O)c2cc3ccccc3oc2=O)c1	42	-3	102	-0.1	14	-8	-0.1	102	4
O=C(O)c1cccnc1SC1CC(=O)N(c2cccc(C(F)(F)F)c2)C1=O (configuration not stated)	10	0	97	-0.2	.	-2	-0.3	97	-4
O=C(COn1nnc2ccccc21)N1CCN(Cc2ccccc2)CC1	8	-8	.	0.2	14	-2	0.3	.	.
CCC(C)(C)NC(=O)c1ccc(Br)o1	3	-5	90	0.6	35	-6	-0.7	86	-2
O=C(O)c1ccccc1C(=O)c1ccc2c(c1)N(Cc1cccc(F)c1)C(=O)CO2	11	-5	99	3.0	6	-16	0.1	98	-3
COc1cc(OC)cc(C(=O)Nc2ccc(S(=O)(=O)Nc3ccccn3)cc2)c1	31	-7	96	0.0	4	-8	0.0	100	4
O=C(NCCc1c[nH]c2ccccc12)c1cc(Cl)c2c(c1)OCO2	40	-2	96	0.3	6	0	0.2	98	-4
CC1C(=O)N(Cc2ccc([N+](=O)[O-])cc2)c2ccccc2N1C(=O)C1CC1 (configuration not stated)	49	3	87	1.1	0	-4	-0.8	96	-19
CCOc1ccc2cc(S(=O)(=O)n3ccnc3C)ccc2c1	-12	-2	104	-0.7	-15	0	0.0	104	3
CSc1cccc(NC(=S)N(CCC(C)C)C(C)c2ccncc2)c1 (configuration not stated)	20	-4	106	6.5	.	-6	0.5	113	1
COCCCNC(=O)COc1ccc(S(=O)(=O)NCc2ccccc2)cc1Cl	-6	-10	98	2.1	35	-6	2.2	101	0
CCOC(=O)c1sc2nc(C)nc(NCc3cccnc3)c2c1C	4	-8	90	0.3	-6	9	-0.8	86	-5
COc1ccc(-c2[nH]ncc2CN2CCCO2)cc1F	54	-3	91	0.5	8	-11	-0.7	92	-2
N#Cc1ccccc1NC(=O)c1ccc(-c2ccccc2Cl)o1	-14	-5	107	-0.5	23	-15	-1.9	102	2
COc1ccccc1-n1cnc(N)c1C(C)=O	-4	-1	96	-0.8	8	-5	0.4	91	-11
CC(=O)N1c2ccc(S(=O)(=O)NCc3ccco3)cc2CC1C (configuration not stated)	17	-6	97	0.0	6	4	0.9	98	-4
S=c1[nH]nc(-c2cnccn2)n1-c1ccccc1	-27	-2	105	0.5	9	8	0.1	104	4
Cc1nn(Cc2ccc(F)cc2)c2sc(C(=O)Nc3ccc(N4CCOCC4)cc3N3CCOCC3)cc12	-7	-4	98	-1.6	28	-15	-3.7	99	0
COc1ccccc1/C=N/NC1=NCCCCC1	-4	-8	99	0.8	0	10	0.1	100	3
CN1CCCC(OC(=O)c2ccc(C(C)(C)C)cc2)C1 (configuration not stated)	-14	-8	108	2.3	12	0	0.5	103	4
O=C(CNC(=S)NC(=O)c1ccco1)c1ccccc1	30	-3	94	0.2	26	1	-0.6	90	-4
